Tb MetRS inh = T. brucei MetRS inhibitors, primary screen, biochemical, luminescence. inhibition, % at 11.9 µM. purified T. brucei MetRS, ATP depletion, Kinase-Glo luminescence. methionyl-tRNA synthetase (Trypanosoma brucei brucei). 0.4% of 360,000 active;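 active = inhibition above a per-plate cutoff of the control wells' mean inhibition plus 3 SD, cut at about 5.5% in these data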;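 note: 0% = DMSO wells median and 100% = median of wells with control inhibitor compound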
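technique = Kinase-Glo luminescence, ATP depletion format | system = purified MetRS (methionyl-tRNA synthetase) enzyme from Trypanosoma brucei | timing = 15 min preincubation, 2 h reaction, all 25 °C | evaluation = percent inhibition versus plate control medians | dosing = single dose, 11.9 µM final nominal, 0.9% final DMSO | also added = substrates ATP, L-methionine and bulk Escherichia coli tRNA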
MsrA act = bovine MsrA enzyme activators, primary screen, biochemical, absorbance, HTS; purified bovine MsrA, absorbance read-out; activation, % at 10.6 µM; 0.3% of 360,000 active; AID 602163, 2012; in the data active = activation above about 7.5%;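 note: 0% = vehicle and 100% = reference activator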
MsrA inhibitor = bovine MsrA enzyme inhibitors, primary screen, biochemical, absorbance, HTS; inhibition, % at 15.5 µM; purified bovine MsrA, absorbance read-out; 0.75% of 360,000 active; Methionine sulfoxide reductase A (Bos taurus); AID 651718, 2012; in the data active = inhibition above about 4.5%;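 note: 0% = vehicle wells with enzyme and 100% = reference inhibitor wells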
Neddyl block = inhibitors of cullin neddylation, primary screen, biochemical, TR-FRET, uHTS, NAE and Ubc12; NEDD8-conjugating enzyme Ubc12 (Homo sapiens) + NEDD8-activating enzyme E1 regulatory …; calls only at 25 µM; 0.58% of 360,000 active; AID 651699, 2012; in the data active = inhibition above about 36%
Target sequence (P61081 whole entry, looked up): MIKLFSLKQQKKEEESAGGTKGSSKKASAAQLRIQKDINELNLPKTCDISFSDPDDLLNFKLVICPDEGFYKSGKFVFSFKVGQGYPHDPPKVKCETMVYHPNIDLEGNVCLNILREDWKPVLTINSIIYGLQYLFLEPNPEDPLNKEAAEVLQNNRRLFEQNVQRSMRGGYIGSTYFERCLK
Target sequence (Q13564 whole entry, looked up): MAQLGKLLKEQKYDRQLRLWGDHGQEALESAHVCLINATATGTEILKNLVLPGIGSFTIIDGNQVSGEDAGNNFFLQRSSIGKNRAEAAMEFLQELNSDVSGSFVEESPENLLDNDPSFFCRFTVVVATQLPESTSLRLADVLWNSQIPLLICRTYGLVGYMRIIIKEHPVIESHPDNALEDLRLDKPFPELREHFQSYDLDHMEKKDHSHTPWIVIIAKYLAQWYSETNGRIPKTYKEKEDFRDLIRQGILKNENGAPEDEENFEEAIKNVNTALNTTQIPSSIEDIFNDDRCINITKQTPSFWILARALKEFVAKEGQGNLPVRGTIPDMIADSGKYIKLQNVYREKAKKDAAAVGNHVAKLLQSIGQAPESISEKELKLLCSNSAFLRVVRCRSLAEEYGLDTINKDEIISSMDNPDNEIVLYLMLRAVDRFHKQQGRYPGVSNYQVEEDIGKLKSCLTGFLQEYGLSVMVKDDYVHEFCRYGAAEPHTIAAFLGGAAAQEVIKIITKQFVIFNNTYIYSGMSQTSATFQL
Rin1-Abl PPI inh = inhibitors of Rin1-Abl protein binding, primary screen, biochemical, TR-FRET | Tyrosine-protein kinase ABL1 (Homo sapiens) + Ras and Rab interactor 1 (Homo sapiens), … | inhibition, % at 7.35 µM | 0.4% of 360,000 active; in the data active = inhibition above about 5%, passing the limit was not always enough
E coli Lon inh = inhibitors of E. coli Lon protease, primary screen, biochemical, fluorescence polarization | AID 602123, 2011 | inhibition, % at 7.94 µM | purified E. coli Lon protease | P0A9M0 | 0.42% of 360,000 active; in the data active = inhibition above about 13%, passing the limit was not always enough;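 note: 0% = enzyme with probe and DMSO and 100% = no enzyme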
FAS TE block = FAS thioesterase domain inhibitors, primary screen, biochemical, fluorescence intensity, uHTS | AID 602261, 2012 | recombinant FAS-TE, OMFH fluorogenic substrate, fluorescence endpoint | 0.67% of 360,000 active | Fatty acid synthase (Homo sapiens), P49327 | inhibition, % at 15 µM;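 active = compounds whose normalised, plate-corrected inhibition of enzyme fluorescence in the single-dose primary screen is 50% or more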;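 note: 0% = DMSO with enzyme and 100% = substrate without enzyme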
MLLE-PAM2 inh = inhibitors of PABP1 MLLE–PAM2 peptide binding, primary screen, biochemical, fluorescence polarization, FITC-PAM2, GST-MLLE; Polyadenylate-binding protein 1 (Homo sapiens), P11940; inhibition, % at 20 µM; 0.36% of 360,000 active; AID 588489, 2011; in the data active = inhibition above about 35%, passing the limit was not always enough;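 note: plate controls were DMSO wells with GST-MLLE for no effect and wells lacking GST-MLLE protein for full effect; some results filed as inactive read as strong as hits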
CSN deneddyl inh = inhibitors of CSN-mediated cullin deneddylation, primary screen, biochemical, fluorescence polarization, uHTS. COP9 signalosome complex subunit 5 (Homo sapiens), Q92905. Purified CSN, SCF-Nedd8-OG deneddylation. inhibition, % at 12.5 µM. 0.38% of 360,000 active;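 active = pattern-corrected inhibition above about 35%, with an unprinted fluorescence ratio check between 0.5 and 1.5, limit read from the data, passing the limit was not always enough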;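 note: 0% = enzyme with substrate and 100% = substrate without enzyme; some results filed as inactive read as strong as hits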
Target sequence (Q92905 whole entry, looked up, one chain of several): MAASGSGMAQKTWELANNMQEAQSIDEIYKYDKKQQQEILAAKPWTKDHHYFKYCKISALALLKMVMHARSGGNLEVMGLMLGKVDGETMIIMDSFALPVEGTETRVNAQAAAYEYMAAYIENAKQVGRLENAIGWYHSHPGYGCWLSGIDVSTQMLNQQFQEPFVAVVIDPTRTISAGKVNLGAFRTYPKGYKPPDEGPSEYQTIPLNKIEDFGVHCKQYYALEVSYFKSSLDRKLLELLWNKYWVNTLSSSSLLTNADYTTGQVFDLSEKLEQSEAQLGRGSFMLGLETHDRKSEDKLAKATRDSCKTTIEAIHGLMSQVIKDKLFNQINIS
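Material: human Csn5 produced in HEK293T cells; Input: enzyme 0.24 nM; Reagent: SCFSkp2-Nedd8OG substrate at 10 nM final; Dosing: 12.5 µM compound; Incubation: 90 min reaction at room temperature; Detection: fluorescence polarization of the substrate; Evaluation: % inhibition of substrate cleavage by Csn5; Control set: substrate-only high control, full reaction low control.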
Starred values were filed as active, the others as inactive; i = inactive. Compounds as they come; about 4% have a hit in one of these screens.

structure | Tb MetRS inh | MsrA act | CSN deneddyl inh | Neddyl block | Rin1-Abl PPI inh | FAS TE block | MsrA inhibitor | MLLE-PAM2 inh | E coli Lon inh
CCN(C(=O)COC(=O)c1cc(=O)[nH]c2ccccc12)c1c(N)n(Cc2ccccc2)c(=O)[nH]c1=O | 0.0 | -2 | -4 | i | 1 | -6 | 0.9 | -16 | -6
CN1C(=O)NC(c2ccccc2)C2=C1CN(CCc1ccccc1)C2=O (centres undefined) | -0.3 | -2 | 0 | i | -4 | -9 | 0.7 | 3 | 1
Cc1cc(S(=O)(=O)N2CCOCC2)ccc1OCC(=O)N1CCCC1 | -0.6 | 1 | 2 | i | 0 | -2 | 3.3 | -4 | 3
Cc1cccc(N(CC(=O)NCc2ccccc2)C(=O)Cn2nnc(-c3ccc(C)o3)n2)c1 | 0.6 | -1 | 3 | i | 2 | 12 | 0.3 | 6 | 4
Cc1c(NC(=O)c2cc(-c3ccc(Br)cc3)on2)c(=O)n(-c2ccccc2)n1C | 0.0 | -1 | 5 | i | -2 | 4 | -0.8 | -3 | -1
CCOc1ccc(C(=O)N(CC)CC(=O)Nc2ccc3c(c2)OCCO3)cc1 | -0.2 | -2 | -3 | i | 1 | -2 | -1.2 | 10 | 5
COc1c(OC(C)=O)ccc(/C=C/c2ccc3cccc(OCc4ccccc4)c3n2)c1[N+](=O)[O-] | 0.3 | -3 | -1 | i | -1 | 14 | 3.3 | 4 | -5
CN(C)CCCNC(=O)c1cc(C(=O)Cc2ccccc2)c[nH]1 | -0.8 | -7 | 1 | i | 1 | -14 | 0.4 | 19 | 1
O=C(Cc1ccc(Br)cc1)NC1CCN(Cc2ccccc2)CC1 | -0.4 | 0 | -2 | i | 1 | -4 | 0.2 | -5 | 1
O=C(CCN1C(=O)/C(=C\c2ccccc2F)SC1=S)N1CCOCC1 | -0.7 | -9 | -1 | i | -1 | -2 | 0.1 | 32 | 13
CC1CCCC(NC(=O)c2cc(S(=O)(=O)N3CCOCC3)ccc2F)C1C (centres undefined) | -0.8 | -13 | 6 | i | 4 | -2 | -0.5 | -6 | 0
COc1sc(SC)cc1/C=N/NC(=O)c1ccncc1 | -0.1 | -3 | 4 | i | 2 | -1 | 2.0 | -6 | 9
CCN(c1ccccc1)S(=O)(=O)c1ccc(Cl)c(NC(=O)CNCc2ccccc2OC)c1 | -0.2 | 0 | -2 | i | 2 | 22 | -0.9 | -2 | 1
O=S(=O)(c1ccccc1)c1ncc(C(F)(F)F)cc1O | -0.2 | -3 | 12 | i | -1 | -7 | 1.3 | 10 | 4
CCCNC(=O)NC(=O)COC(=O)c1ccc(S(=O)(=O)N(C)c2ccccc2OC)cc1 | -0.3 | -3 | 0 | i | 1 | 6 | 1.7 | -5 | -1
COc1ccc(CN2C[C@@H](CO)O[C@@H](n3cnc4c(N5CCN(C)CC5)ncnc43)C2)cc1 | 0.2 | -2 | -3 | i | 1 | -6 | 0.7 | 10 | -7
CCOc1ccc2oc(C(=O)N3CCN(c4ccccn4)CC3)c(C)c2c1 | -0.6 | -1 | 2 | i | -2 | 6 | 2.5 | -4 | -14
Cc1cc(=O)[nH]c2ccc(S(=O)(=O)Nc3ccccc3)cc12 | -0.4 | -7 | -7 | i | 1 | 4 | 0.5 | -1 | 13
COc1ccc(/C=N/NC(=O)C2c3ccccc3-c3ccccc32)cc1 | 0.5 | -2 | -8 | i | 1 | 2 | -0.6 | 6 | 3
CN(C)C(=O)c1cc(C(=O)c2ccccc2Cl)c[nH]1 | 0.1 | -1 | -2 | i | -2 | -6 | 0.3 | 1 | 1
CCn1c(=O)c(C(=O)NNC(=O)c2ccccc2Br)c(O)c2ccccc21 | 0.5 | -2 | 2 | i | 2 | 2 | 0.3 | 12 | 12
CCN1C[C@@H]2[C@@H]3C(=O)N(Cc4ccccc4)C(=O)[C@@H]3[C@](C)(C(=O)OC)N2C1=NC1CCCCC1 | -0.4 | -4 | 0 | i | 6 | -7 | -0.8 | -11 | 0
CC(=O)NCCc1c(C)n(Cc2ccccc2)c2ccccc12 | -0.4 | -3 | 0 | i | -1 | 0 | 0.0 | 10 | 1
COc1cc(C(=O)Oc2c(OC)cc(C(=S)N3CCOCC3)cc2OC)cc(OC)c1OC | 0.1 | 0 | 3 | i | -4 | 5 | 0.6 | 8 | 4
COc1cc(OC)cc(C(=O)NCc2n[nH]c(=S)n2-c2ccccc2OC)c1 | 0.5 | -1 | -1 | i | -1 | -9 | 0.9 | 14 | -4
COCCNc1nnc(SC(C)C(=O)Nc2c(C)n(C)n(-c3ccccc3)c2=O)s1 (centres undefined) | -0.3 | -5 | 0 | i | 0 | -11 | -0.7 | 6 | -2
CC(C)(C)C(=O)/C=c1\[nH]c(=O)/c(=C\c2ccc(C#N)cc2)s1 | -1.1 | -11 | 0 | i | 2 | 0 | 2.6 | 10 | -3
COc1cc(OC)cc(C(=O)N2CCN(C(=O)c3ccc(-c4ccccc4)cc3)CC2)c1 | -2.1 | -8 | -6 | i | 4 | 0 | -1.2 | -8 | -4
O=C(NCC1CCCO1)C1CCCCN1S(=O)(=O)c1ccc(F)cc1 (centres undefined) | -0.5 | -7 | 5 | i | 2 | -12 | 0.5 | -8 | -5
CN(C)c1ccc(/C=N/NC(=O)c2ccccc2O)o1 | 2.6 | -5 | -1 | i | 0 | -8 | 2.6 | 12 | 0

Overlap with the part before: 3 entries; new compounds follow.
structure | Tb MetRS inh | MsrA act | CSN deneddyl inh | Neddyl block | Rin1-Abl PPI inh | FAS TE block | MsrA inhibitor | MLLE-PAM2 inh | E coli Lon inh
COc1cc(OC)cc(C(=O)N2CCN(C(=O)c3ccc(-c4ccccc4)cc3)CC2)c1 | -2.1 | -8 | -6 | i | 4 | 0 | -1.2 | -8 | -4
O=C(NCC1CCCO1)C1CCCCN1S(=O)(=O)c1ccc(F)cc1 (centres undefined) | -0.5 | -7 | 5 | i | 2 | -12 | 0.5 | -8 | -5
CN(C)c1ccc(/C=N/NC(=O)c2ccccc2O)o1 | 2.6 | -5 | -1 | i | 0 | -8 | 2.6 | 12 | 0
Cc1ccc(C2=NS(=O)(=O)N(C)C(C(=O)NCc3ccccc3)=C2)cc1 | 4.7 | -2 | 0 | i | 0 | 18 | 3.3 | -2 | 6
O=C1CCCCc2cc(O)c(O)cc21 | -0.1 | 2 | 4 | i | 2 | -8 | 0.0 | 1 | -5
CCCC(=O)N1CCC1(C)C(=O)NS(=O)(=O)c1cccc(F)c1 (centres undefined) | -0.2 | 0 | -3 | i | -6 | -6 | 2.3 | 11 | 8
O=C(NCc1cccnc1)c1cc(S(=O)(=O)N2CCCC2)c(Cl)cc1Cl | -0.6 | -3 | 0 | i | 2 | -3 | 0.1 | 7 | -3
O=C(N1CCOCC1)N1CCN(c2ccccc2)CC1 | 0.2 | 1 | -2 | i | 0 | -7 | 0.1 | -6 | 8
COc1ccc(C(CNC(=O)Cc2ccccc2F)N2CCCCC2)cc1 (centres undefined) | 0.0 | -3 | 6 | i | 3 | -3 | -0.7 | 0 | 0
Fc1ccc(-c2csc(-c3ccccn3)n2)cc1F | -0.8 | -1 | 2 | i | 5 | 15 | -0.3 | 17 | -10
CC(=O)c1cccc(CN2CCC(n3nccc3NC(=O)CCOc3ccccc3)CC2)c1 | -0.4 | -4 | -3 | i | 2 | -3 | 0.1 | 1 | -1
C#CCN(CC=C)C(=O)c1ccc2nc(C3CCCCC3)oc2c1 | 0.2 | -4 | -1 | i | 1 | 7 | 1.2 | -8 | -2
CCC(=O)N1CCc2cc(S(=O)(=O)NC(Cc3ccccc3)C(=O)NC3CCCCC3C)ccc21 (centres undefined) | -0.4 | -2 | 2 | i | 0 | -11 | -1.2 | -7 | -8
Cc1ccc(NC(=O)C2(C)CCN2C(=O)c2ccccc2CCc2ccccc2)cc1C (centres undefined) | -1.1 | 1 | -5 | i | -2 | 23 | -0.5 | 1 | -1
CCc1c(C(=O)NCc2ccc3c(c2)OCO3)[nH]c(C)c1C(C)=O | -0.9 | -9 | -3 | i | -1 | -3 | 1.0 | -3 | 0
COc1ccc(OC)c(NC(=O)CN(c2ccc(C)cc2)S(=O)(=O)c2c(C)noc2C)c1 | -0.4 | -4 | 2 | i | -2 | 26 | 0.4 | 2 | -1
COc1ccc(C2c3ccc4ccccc4c3Oc3ncn(CCN4CCOCC4)c(=N)c32)cc1OC (centres undefined) | 0.1 | -2 | 3 | i | 0 | 6 | 0.0 | 5 | 3
O=S(=O)(Nc1ccccc1N1CCCCC1)c1ccc(Cl)s1 | -0.1 | 1 | 2 | i | 0 | 18 | 3.5 | 2 | -5
O=C(CCNC(=O)c1ccccc1Cl)NCCCSc1ccccc1 | 0.0 | -2 | -1 | i | 4 | -5 | 1.0 | 9 | -6
COCCn1c(SCC(=O)Nc2cccc(NC(C)=O)c2)nc2c([nH]c3ccccc32)c1=O | -0.4 | -4 | 6 | i | -4 | 0 | 2.3 | 0 | -3
C=CCC[C@H](Cc1ccc(F)cc1)C(=O)O[C@H](CNC(=O)[C@@H](CC=C)CC(=O)N(CCO)Cc1ccccc1)c1ccccc1 | 0.9 | -1 | -4 | i | 1 | 23 | 2.8 | 12 | 8
C/C(=N\Nc1ccc(C#N)cc1[N+](=O)[O-])c1ccc(C)o1 | -0.1 | -1 | 0 | i | 2 | 0 | -0.5 | 3 | 7
COc1ccc(-c2nn(-c3ccccc3)cc2C(=O)NC2CCCCC2C)cc1 (centres undefined) | -0.4 | -2 | 3 | i | 1 | 6 | 1.7 | 15 | -7
c1ccc(CC2CCN(c3nc4ccccc4n4cnnc34)CC2)cc1 | -0.7 | -1 | -1 | i | 2 | -41 | 1.1 | -15 | 9
CC(C)CNC(=O)C1CCCN(C(=O)NCc2ccccc2)C1 (centres undefined) | -0.2 | -5 | 6 | i | 2 | -6 | -0.8 | 8 | -7
COc1ccc(NC(=O)c2ccccc2Oc2ccccc2)c(OC)c1 | -1.0 | -4 | -5 | i | -3 | 25 | -0.5 | -3 | -8
COc1ccc(C2=Nn3c(nnc3-c3ccccc3Cl)SC2)cc1OC1CCOC1 (centres undefined) | -0.3 | 0 | -3 | i | 0 | -27 | 0.4 | -21 | -12
N#CC1(NC(=O)COC(=O)CN2C(=O)c3ccccc3C2=O)CCCCC1 | -0.2 | 3 | -1 | i | 2 | -7 | -1.7 | -2 | -15
O=C(COc1ccc2ccccc2c1Br)Nn1cnnc1 | -1.1 | -9 | -7 | i | -4 | -2 | 0.4 | -4 | -10
